Screening results as filed in PubChem BioAssay.
p53 reactivator – restores transcriptional activity of mutant p53 | Potency, µM (doses to about 92.2 µM), inactives show at the highest dose activity change, positive = activation, usual class: activators | hit rate 0.063% among 320,000 | H1299 p53-A138V BP100-luciferase reporter, luminescence, 24 h; also: potency is read from the fitted curve at half-maximal effect; % of control where 0% means no effect; nearly all actives have a fitted effect of over 45% in size
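H1299 (p53-null), stable ts p53-A138V + BP100-Luc; 1000 cells/well, Opti-MEM/10% FBS; cpd 4 pt, 1:5; 24 h, 37 deg C, 5% CO2; detection reagent 10 min RT; luminescence.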
Tb PFK inh – blocks T. brucei phosphofructokinase. O15648. T. brucei PFK, ADP-Glo luminescence. Potency, µM (highest dose often 57.5 µM), inactives show at the top dose activity, negative = inhibition, hits mostly inhibitors. hit rate 0.17% among 330,000;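 also: potency is read from the fitted curve at half-maximal effect; 0% = uninhibited 1x PFK enzyme wells and -100% = no-enzyme wells; nearly all actives have a fitted effect of over 60% in size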
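Activity is normalized to no-enzyme wells (full inhibition) and 1.25 nM enzyme wells (no inhibition). Reaction: 0.5 mM F6P, 0.1 mM ATP, 45 min RT, ADP-Glo luminescence; concentration-response curves fitted and classed by quality.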
BRCA1 expr act – activators of BRCA1 expression; MCF7-BRCA1-FFLuc reporter, luminescence, 48 h; response scale: scaled: vehicle 0%, 10 µM genistein 100%; hit rate 1.1% among 380,000; Potency, µM (highest dose often 46.1 µM), for the others: at the highest dose activation, most hits filed as activators; AID 624202; also: potency is read from the fitted curve at half-maximal effect; nearly all actives have a fitted effect of over 80% in size; some results filed as inactive show a strong effect at the top dose
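Activators of BRCA1 expression were detected as increased firefly luciferase luminescence in engineered MCF7 cells after 48 h compound incubation. Signals were scaled to genistein 10 microM as full activation.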
Gal4-VP16 FLuc – inhibits Gal4-VP16 luciferase reporter, ROR gamma counter-screen. Drosophila S2 Gal4-VP16 UAS-luciferase, luminescence, 20 h. Potency, µM (titrated, usually from 53.6 µM), for inactives: at the highest dose activity, negative = inhibition, most hits filed as inhibitors. hit rate 3.5% among 310,000. AID 2546;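 also: Gal4-VP16 expression switched on by copper sulfate through the metallothionein promoter; potency is read from the fitted curve at half-maximal effect; % is scaled to controls: 0 for no effect and ±100 for the full control effect; nearly all actives have a fitted effect of over 50% in size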
NPC1 prom act – NPC1 promoter activation | hit rate 2.4% among 320,000 | Huh7 NPC1 promoter luciferase reporter, 24 h | Potency, µM (top dose mostly 9.22 µM), for inactives: at the highest dose activation, most hits filed as activators | AID 485313;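 also: potency is read from the fitted curve at half-maximal effect; % of control where 0% means no effect; nearly all actives have a fitted effect of over 60% in size; reporter is driven by a mutant NPC1 promoter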
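Luminescence from an NPC1 promoter-driven luciferase reporter in stably transfected Huh7 cells was measured after 24 h compound treatment at 37 °C, followed by 10 min ambient incubation with luciferase detection reagent.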
FLuc counter – inhibits or activates purified firefly luciferase, miR-21 counter-screen; purified FLuc, Km substrates, luminescence inhibition; Potency, µM (top dose mostly 57.5 µM), without a hit: at the top dose activity change, negative = inhibition, most hits filed as inhibitors; hit rate 6.9% among 360,000; AID 588342;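 also: potency is read from the fitted curve at half-maximal effect; plate controls were vehicle for no effect and reference inhibitor for full effect; nearly all actives have a fitted effect of over 55% in size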
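Purified P. pyralis luciferase, 10 nM final, with Km-level 10 uM D-luciferin and 10 uM ATP in 50 mM Tris acetate pH 7.5, 10 mM Mg acetate, 0.01% Tween-20, 0.05% BSA; 6-point qHTS titration about 60 µM downward; luminescence read.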
RORgamma inh – inhibitors of mouse ROR gamma transcriptional activity; Potency, µM (doses to about 53.6 µM), without a hit: at the top dose activity change, negative = inhibition, actives largely listed as inhibitors; P51450; Drosophila S2 Gal4-RORgamma UAS-luciferase reporter, 20 h; hit rate 5.4% among 310,000; also: potency is read from the fitted curve at half-maximal effect; % is scaled to controls: 0 for no effect and ±100 for the full control effect; nearly all actives have a fitted effect of over 60% in size
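Schneider cells (Drosophila), stable Gal4 DBD–ROR gamma + UAS-luc; 1 hr cmpd preincubation; Cu2+ induction 700 uM final; 20 hr ambient; luminescence.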
ELG1 genotox – genotoxicity induction in ELG1-luciferase HEK293T cells; HEK293T ELG1-luciferase reporter, luminescence, 16 h; Potency, µM (series often up to 46 µM), for the others: at the top dose activity change, positive = activation, usual class: activators; hit rate 1.3% among 330,000; AID 504466; also: potency is read from the fitted curve at half-maximal effect; % of control where 0% means no effect; nearly all actives have a fitted effect of over 60% in size
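DMSO vehicle served as control against compound-treated ELG1-luciferase HEK293T cells; exposure lasted 16 hr at 37 °C and 5% CO2, followed by ONE-Glo luminescence detection after 30 min.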
TRPV1 agonist – agonists of human vanilloid receptor 1 (TRPV1); hit rate 0.19% among 320,000; Q8NER1; AID 540275; TRPV1-expressing cells, Fluo-8 calcium influx, agonist mode; activation, % at 8.33 µM; in the data active = activation above about 80%; inconclusive = between about 30% and that limit; also: 0% is about no effect
Target sequence (Q8NER1 whole entry, looked up): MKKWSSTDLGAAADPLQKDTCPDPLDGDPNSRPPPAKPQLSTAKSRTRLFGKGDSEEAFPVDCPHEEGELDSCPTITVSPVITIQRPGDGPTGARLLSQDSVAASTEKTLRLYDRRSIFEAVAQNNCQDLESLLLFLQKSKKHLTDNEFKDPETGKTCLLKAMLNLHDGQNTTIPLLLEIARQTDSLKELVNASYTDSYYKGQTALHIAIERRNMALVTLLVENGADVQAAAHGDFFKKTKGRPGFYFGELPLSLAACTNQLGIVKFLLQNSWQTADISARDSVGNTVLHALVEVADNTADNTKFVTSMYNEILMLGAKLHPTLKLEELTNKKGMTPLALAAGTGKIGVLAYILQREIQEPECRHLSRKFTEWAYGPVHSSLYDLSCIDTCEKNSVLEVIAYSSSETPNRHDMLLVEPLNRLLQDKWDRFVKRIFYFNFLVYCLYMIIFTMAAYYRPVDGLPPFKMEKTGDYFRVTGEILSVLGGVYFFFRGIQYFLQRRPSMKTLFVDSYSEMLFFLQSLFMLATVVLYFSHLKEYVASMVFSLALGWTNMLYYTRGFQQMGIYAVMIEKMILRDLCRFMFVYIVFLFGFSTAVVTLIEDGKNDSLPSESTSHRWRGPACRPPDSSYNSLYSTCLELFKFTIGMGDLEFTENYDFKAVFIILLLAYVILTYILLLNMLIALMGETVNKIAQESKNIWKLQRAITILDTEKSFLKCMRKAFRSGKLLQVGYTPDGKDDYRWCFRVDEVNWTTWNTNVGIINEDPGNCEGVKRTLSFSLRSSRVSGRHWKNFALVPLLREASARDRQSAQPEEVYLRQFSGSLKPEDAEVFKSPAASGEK
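Fluo-8 calcium influx in TRPV1-expressing cells, kinetic read (ex 480/em 520 nm). Compound added and read 3 min for agonist activity, followed by capsaicin at EC20 final and 2 min further read for enhancement.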
Rab9 prom act – activates the Rab9 promoter; Huh7 Rab9 promoter-luciferase reporter, luminescence, 24 h; Potency, µM (highest dose often 9.22 µM), for inactives: top-dose activation, negative = inhibition, usual class: activators; hit rate 2.8% among 320,000; also: potency is read from the fitted curve at half-maximal effect; % of control where 0% means no effect; nearly all actives have a fitted effect of over 60% in size
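Rab9 promoter-driven luciferase in stably transfected Huh7 cells; 1500 cells/well rested 2 h, exposed to compound in DMSO for 24 h at 37 °C, 5% CO2. Luminescence read 10 min after adding luciferase reagent at ambient temperature.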
ELG1 repair inh – inhibitors of ELG1-dependent DNA repair in HEK293T cells | HEK293T ELG1-luciferase reporter, luminescence, 16 h; DNA damage induced by 5-fluorouridine | hit rate 2.3% among 330,000 | Potency, µM (top dose mostly 46.1 µM), for the others: top-dose activity change, negative = inhibition, usual class: inhibitors; also: potency is read from the fitted curve at half-maximal effect; % is scaled to controls: 0 for no effect and ±100 for the full control effect; nearly all actives have a fitted effect of over 55% in size
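DMSO vehicle served as the neutral condition. Each well held 2,000 cells given 5-fluorouridine plus compound; after 16 hr at 37 °C/5% CO2, ONE-Glo was added and luciferase measured 30 min later.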
An asterisk follows results filed as active; ? = inconclusive; . = not tested or not shown; [ ] = another dose, or the depositor's remark. Unless noted, calls follow the shape of the dose curve; as a rule, active = well fitted curve in the direction sought with a large enough effect; inconclusive = small, poorly fitted or top-dose-only effect, or another doubt; inactive = no such curve, though single readings can be large; an effect the other way counts as inactive or inconclusive.

no. | compound | p53 reactivator | Tb PFK inh | BRCA1 expr act | Gal4-VP16 FLuc | NPC1 prom act | FLuc counter
1 | COCc1[nH]nc2c1C1(C(=O)N(C)c3ccccc31)C(C#N)=C(N)O2 (stereo not given) | 6% | 3% | -5% | -1% | -3% | 7%
2 | COc1cccc(/C=N/n2c(-c3n[nH]c4c3CCC4)n[nH]c2=S)c1O | 3% | -16% | -12% | -21% | -5% | 6%
3 | Cc1ccc(CNS(=O)(=O)c2cc3c4c(c2)CCN4C(=O)CC3)cc1 | -4% | 0% | -13% | . | -1% | 1%
4 | COc1cccc(C(=O)NC(C)c2cccc3ccccc23)c1OC (stereo not given) | -2% | -2% | -16% | 0% | 2% | -2%
5 | CC(=O)c1cccc(N(CC(=O)NC2CCCCC2)C(=O)Cn2nnc(-c3ccccc3)n2)c1 | 0% | 3% | -8% | 2% | -7% | 2%
6 | O=C(N/N=C/c1ccccc1)c1sccc1OCc1ccc(F)cc1 | 2% | -3% | 0% | 20% | -2% | 19µM*
7 | Cc1cc(C(=O)Nc2sc3c(c2C#N)CCC(C)C3)cs1 (stereo not given) | 25% | 2% | ? | -14% | 1.3µM* | ?
8 | Clc1ccccc1CSc1nnc(/C=C/c2ccccc2)o1 | 6% | 1% | 17% | 23% | -2% | ?
9 | Cc1ccc(C(=O)NCC(=O)OCC(=O)Nc2cc(S(=O)(=O)N3CCOCC3)ccc2C)cc1 | 3% | -3% | -23% | . | -3% | ?
10 | Cc1ccc(S(=O)(=O)N(C)C)cc1NC(=O)CN1C(=O)NC2(CCCCCC2)C1=O | -1% | -4% | -2% | -10% | -4% | 0%
11 | COC(=O)c1[nH]c2cc(OC)ccc2c1NC(=O)CN1CCN(c2cccc(C)c2)C(C)C1 (stereo not given) | -8% | 2% | -84%[inhibitor] | -11% | -3% | 1%
12 | O=c1ccc(-c2ccc(S(=O)(=O)Nc3cccc(Br)c3)o2)n[nH]1 | 20% | 4% | -4% | 5% | 1% | 5%
13 | Cc1cc(NC(=O)CSc2cn(CCNC(=O)c3ccccc3)c3ccccc23)no1 | 1% | 1% | -6% | 8% | -1% | 19µM*
14 | COc1ccc(/C=N/n2c(-c3ccco3)nc3ccccc3c2=O)cc1 | 13% | -1% | 25% | 1% | 2% | -15%
15 | COc1cccc(NC(=O)CN(C)C(=O)COc2ccc3ccccc3c2)c1 | -12% | -2% | 27% | -6% | 2% | -17%

no. | RORgamma inh | ELG1 genotox | TRPV1 agonist | Rab9 prom act | ELG1 repair inh
1 | 13% | -27% | 0 | 10% | 12%
2 | ? | -1% | 9 | -6% | -5%
3 | . | -1% | 5 | 1% | -5%
4 | 14% | -7% | 22 | 1% | 1%
5 | 18% | -2% | 2 | -6% | -13%
6 | 1% | 2% | 27 | 0% | -16%
7 | 19% | 4.6µM* | ? | 0.56µM* | ?
8 | 11% | 5% | 2 | 0% | ?
9 | . | -4% | -2 | -9% | 22%
10 | 10% | -1% | -3 | 0% | -1%
11 | 21% | -14% | ? | -3% | ?
12 | 9% | 3% | 22 | 0% | 0%
13 | -17% | -10% | 3 | -6% | ?
14 | 45% | 2% | ? | -1% | ?
15 | -43% | 0% | 16 | -7% | -5%

Values in list order from the entries so far:
ELG1 repair inh for entries 6 to 14 → -16%, ?, ?, 22%, -1%, ?, 0%, ?, ?
p53 reactivator for entries 6 to 14 → 2%, 25%, 6%, 3%, -1%, -8%, 20%, 1%, 13%

Other records.
no. | compound | p53 reactivator | Tb PFK inh | BRCA1 expr act | Gal4-VP16 FLuc | NPC1 prom act | FLuc counter
16 | C/C(=N\NC(=O)c1nc2ccccn2c1C)c1cc2ccccc2o1 | 11% | -1% | -1% | ? | -2% | -3%
17 | c1cncc(-c2nc3ccccc3s2)c1 | 16% | -10% | ? | 5% | ? | 21µM*
18 | Cc1occc1C(=O)NNC(=O)c1ccc(S(=O)(=O)N(C)C)cc1 | 6% | -4% | 4% | . | 0% | -3%
19 | COc1ccccc1CNC(=O)C(=O)Nc1nccs1 | 2% | 3% | -4% | 3% | -1% | -2%
20 | CCc1ccc(C(=O)CSc2nc(C)cc(=O)[nH]2)cc1 | 7% | 4% | -9% | ? | 1% | ?
21 | CCCOC(=O)c1ccc(NC(=O)Oc2ccccc2)cc1 | 3% | -9% | 75% | -15% | 14% | ?
22 | Cc1nc(NC(=O)C2CC2)sc1C(=O)Nc1ccc(Br)cc1 | 14% | 2% | 0% | ? | 2% | 0%
23 | CCN1CCCc2cc(CN(CCN3CCOCC3)C(=S)Nc3cccc(C)c3)ccc21 | 16% | 3% | -13% | -2%[10 µM] | 0% | -5%
24 | CC(=O)Nc1ccc(SC[C@H](Cc2ccccc2)N2CC[C@@H](O)CCC2=O)cc1 | -3% | -5% | 1% | . | -2% | 2%
25 | Cc1c(C(C)CCCO)oc(=O)c2c1Oc1c(C)c(C(C)C[C@@H](C)O)oc(=O)c1C2 (stereo not given in full) | 0% | -3% | 7% | . | 2% | 2%
26 | CCOC(=O)CC(NC(=O)c1cc2cccc(OC)c2oc1=O)c1ccc(OC)cc1 (stereo not given) | 16% | 2% | 13µM* | 25% | ? | ?
27 | CCN(CC)CCCn1c2c(c(SCC(=O)Nc3nc(C)cs3)nc1=O)CCC2 | -3% | 5% | -26% | . | -2% | -1%
28 | O=C(NNC(=O)c1cc(-c2ccccc2Cl)nc2ccccc12)c1csc(N2CCOCC2)n1 | -6% | 1% | 1% | . | 1% | ?
29 | Cn1c(SCC(=O)Nc2cc(=O)n(C)c(=O)n2C)nnc1C12CC3CC(CC(C3)C1)C2 | 4% | -4% | . | -4% | -3% | -11%
30 | CC1Sc2ccc(S(=O)(=O)CCC(=O)Nc3cc(F)ccc3F)cc2NC1=O (stereo not given) | -5% | 1% | -1% | -8% | 0% | 0%
31 | COc1cc(/C=N/n2cnnc2)ccc1OC(=O)c1ccncc1 | 2% | 4% | 0% | ? | -1% | 3%
32 | O=C(OCc1cccc(Cl)c1)c1cc(S(=O)(=O)N2CCCCC2)ccc1N1CCOCC1 | -6% | -2% | -57% | -12% | 3% | 3%
33 | Cc1cccnc1CN1CCN(C(=O)CCc2nnc(CCc3ccccc3)o2)CC1 | 14% | 2% | 16% | 29% | -2% | ?

no. | RORgamma inh | ELG1 genotox | TRPV1 agonist | Rab9 prom act | ELG1 repair inh
16 | 13µM* | -6% | 2 | 3% | -29%
17 | -3% | ? | 8 | ? | ?
18 | . | 4% | -1 | 0% | 18%
19 | 22% | 1% | 3 | -1% | 7%
20 | -19% | 3% | -1 | 12% | 9%
21 | 11% | 2% | -4 | 28% | ?
22 | 2%[1.91 µM] | 1% | -5 | -2% | 1%
23 | 6.3µM* | -11% | 18 | -3% | -10%
24 | . | 7% | 1 | -2% | 20%
25 | . | 1% | 0 | 2% | -13%
26 | 25% | ? | -2 | 28% | ?
27 | . | -1% | 2 | -2% | 4%
28 | . | 0% | 1 | -2% | ?
29 | 2% | -6% | 1 | 2% | 7%
30 | 0% | -4% | -3 | 2% | 1%
31 | ? | 5% | -2 | 0% | -17%
32 | 22% | -5% | 8 | 3% | ?
33 | 2% | 13% | -1 | 19% | ?

Limited to Rab9 prom act and TRPV1 agonist, for some of the entries so far:
| # | compound | Rab9 prom act | TRPV1 agonist |
| --- | --- | --- | --- |
| 13 | Cc1cc(NC(=O)CSc2cn(CCNC(=O)c3ccccc3)c3ccccc23)no1 | -6% | 3 |
| 14 | COc1ccc(/C=N/n2c(-c3ccco3)nc3ccccc3c2=O)cc1 | -1% | ? |
| 15 | COc1cccc(NC(=O)CN(C)C(=O)COc2ccc3ccccc3c2)c1 | -7% | 16 |
| 16 | C/C(=N\NC(=O)c1nc2ccccn2c1C)c1cc2ccccc2o1 | 3% | 2 |
| 17 | c1cncc(-c2nc3ccccc3s2)c1 | ? | 8 |
